TRHR enhancer: allosterically enhances the human TRH receptor. P34981. TRHR cells, fluo-8 calcium fluorescence, EC20 TRH enhancement. enhancement, % at 2 µM. 0.66% of 360,000 active. AID 493056; in the data active = enhancement above about 30%; note: 0% is about no effect
Target sequence (P34981 whole entry, looked up): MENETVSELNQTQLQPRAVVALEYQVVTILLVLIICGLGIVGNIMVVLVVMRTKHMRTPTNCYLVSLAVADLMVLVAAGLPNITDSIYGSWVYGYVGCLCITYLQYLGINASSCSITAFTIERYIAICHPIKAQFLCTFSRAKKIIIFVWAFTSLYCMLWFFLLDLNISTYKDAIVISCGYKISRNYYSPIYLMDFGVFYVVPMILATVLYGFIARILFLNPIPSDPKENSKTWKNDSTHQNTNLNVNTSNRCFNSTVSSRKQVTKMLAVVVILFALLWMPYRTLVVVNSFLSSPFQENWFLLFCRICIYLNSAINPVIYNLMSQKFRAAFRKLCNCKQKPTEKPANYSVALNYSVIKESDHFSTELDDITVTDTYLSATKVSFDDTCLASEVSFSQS
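TRHR-expressing cells loaded with fluo-8 calcium dye were read kinetically (ex 480/em 530) during compound addition, then stimulated with an EC20 of TRH (10 nM final). Enhancement of the Gq-mediated intracellular calcium response was scored.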
TrxR1 substrate: rat thioredoxin reductase 1 substrate activity. purified TrxR1 substrate turnover, NADPH consumption readout. O89049. Potency, µM (titrated, usually from 114 µM), for the others: top-dose activity change, negative = substrate turnover. 0.01% of 390,000 active. AID 588456; note: potency is the fitted concentration of half-maximal effect; % is set by controls: 0 for no effect and ±100 for the full control effect; nearly all actives have a fitted effect of over 50% in size
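Rat TrxR1, dispensed at 90 nM, was prereduced with 400 uM NADPH (final) for 5 min at ~22 deg C, then incubated with compound 15 min before 400 uM selenite. A first-read NADPH fluorescence drop versus no-compound background flagged substrates.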
TrxR1 inh: blocks rat thioredoxin reductase 1 | O89049 | recombinant rTrxR1, NADPH fluorescence consumption, selenite substrate | 1% of 390,000 active | Potency, µM (titrated, usually from 114 µM), without a hit: top-dose activity change, negative = inhibition, hits mostly inhibitors; note: potency is the fitted concentration of half-maximal effect; % is set by controls: 0 for no effect and ±100 for the full control effect; nearly all actives have a fitted effect of over 65% in size
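Rat TrxR1 (90 nM in the dispensed reagent) was pre-reduced with 400 uM NADPH for 5 min at room temperature, then incubated with compound for 15 min. After 400 uM selenite was added, NADPH fluorescence (Ex 340/Em 450 nm) was followed for 8 min.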
D2 antagonist: antagonists of human D2 dopamine receptor; P14416; HEK293 TREx D2 cells, calcium flux, dopamine EC80; 2% of 340,000 active; inhibition, % at 10 µM; in the data active = inhibition above about 30%; note: 0% is about no effect
Target sequence (P14416 whole entry, looked up): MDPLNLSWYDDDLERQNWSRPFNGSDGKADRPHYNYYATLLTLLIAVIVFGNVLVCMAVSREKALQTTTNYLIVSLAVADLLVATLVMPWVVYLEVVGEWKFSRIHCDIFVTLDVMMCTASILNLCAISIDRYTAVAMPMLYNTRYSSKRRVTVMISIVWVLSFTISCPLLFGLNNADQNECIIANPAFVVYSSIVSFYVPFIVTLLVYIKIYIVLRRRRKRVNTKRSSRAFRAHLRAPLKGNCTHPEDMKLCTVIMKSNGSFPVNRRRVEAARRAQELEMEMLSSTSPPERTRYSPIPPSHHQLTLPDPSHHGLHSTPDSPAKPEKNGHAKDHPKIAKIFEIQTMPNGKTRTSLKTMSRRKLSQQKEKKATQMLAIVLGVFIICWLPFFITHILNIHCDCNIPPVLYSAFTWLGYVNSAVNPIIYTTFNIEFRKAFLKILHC
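Compounds are added to dye-loaded, induced HEK293 T-REx cells coupled to calcium release via D2; after a 3 min kinetic read an EC80 dopamine stimulus is given and fluorescence is recorded for 3 more min.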
IDH1 R132H inh: human IDH1 R132H inhibition; IDH1-R132H enzyme, NADPH consumption, diaphorase/resazurin fluorescence; 0.093% of 390,000 active; Potency, µM (highest dose often 76.6 µM), without a hit: at the top dose activity change, negative = inhibition, most hits filed as inhibitors; AID 602179; O75874; note: potency is the fitted concentration of half-maximal effect; % is set by controls: 0 for no effect and ±100 for the full control effect; nearly all actives have a fitted effect of over 65% in size
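IDH1-R132H (0.5 ug/mL) preincubated 30 min with compound, then NADPH (0.016 mM) and alpha-KG (2 mM) added; 80 min at RT, pH 7.5. Remaining NADPH coupled via diaphorase/resazurin to fluorescence (540/590 nm); concentration-response curves normalized to no-enzyme control.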
USP1 inh: blocks the human USP1/UAF1 deubiquitinase complex. Potency, µM (titrated, usually from 57.1 µM), without a hit: top-dose activity change, negative = inhibition, usual class: inhibitors. recombinant USP1/UAF1, Ub-Rhodamine cleavage fluorescence. 0.23% of 390,000 active. O94782. AID 743255; note: potency is the fitted concentration of half-maximal effect; % is set by controls: 0 for no effect and ±100 for the full control effect; nearly all actives have a fitted effect of over 60% in size; inactives centre near -12
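USP1/UAF1 complex at 1 nM was preincubated with compound for 15 min at room temperature, then Ub-Rho substrate (150nM final) was added. Fluorescence (480/540 nm) was read kinetically, 6 reads every 60 seconds.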
D2 agonist: D2 dopamine receptor (human) agonism; P14416; HEK293 T-REx D2 cells, calcium flux agonist mode; activation, % at 2 µM; 0.53% of 340,000 active; AID 485358;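 active = activation over 3 SD above normal in the single-dose calcium agonist read, cut at about 30% in these data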; note: 0% is about no effect
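Agonism scored from kinetic calcium signal (1 read/sec, 180 s) following compound pin transfer, after a 10 s baseline. Cells: HEK293 Trex line expressing inducible D2 receptor coupled to calcium, dye-loaded after overnight culture at 30 C.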
TRHR agonist: agonists of human TRH receptor. P34981. TRHR cells, calcium flux fluo-8, FDSS agonist mode. activation, % at 2 µM. 0.18% of 360,000 active; in the data active = activation above about 30%; note: 0% is about no effect
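Agonist-mode FDSS calcium read (Ex 480/Em 530, 1 s cycles) in 1536-well TRHR cells with fluo-8 dye, after 10-cycle baseline and 23 nL compound addition; TRH at EC20 (10 nM final) added afterwards for the enhancer phase.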
PI4K2A block: PI4K2A (human) kinase inhibition | AID 1346378 | activity change, negative = inhibition, % at 76.9 µM | Q9BTU6 | 0.13% of 420,000 active | purified PI4K2A, ADP-Glo luminescence, 1 h; active compounds read low; in the data active = activity change below about -50%; inconclusive = mostly about -30% to -49%;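 note: -100% = wells without enzyme as full effect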
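Compounds are screened against recombinant PI4K2A using PI as substrate and ATP, the latter dispensed at 300 microM. Reactions run one hour at ambient temperature before ADP-Glo detection; full inhibition defined by wells lacking enzyme.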
Numbers without * were called inactive; u = inconclusive; x = not tested or not shown; [ ] = another dose, or the depositor's remark. Unless noted, calls come from the whole dose curve; as a rule, active = well fitted inhibition curve with a large enough effect; inconclusive = small, poorly fitted or top-dose-only effect; inactive = no such curve, though single readings can be large or run the other way.

SMILES | TRHR enhancer | TrxR1 substrate | TrxR1 inh | D2 antagonist | IDH1 R132H inh | USP1 inh | D2 agonist | TRHR agonist | PI4K2A block
O=C(O)c1ccc(S(=O)(=O)c2ccc3c(c2)C(=O)N(CC2CCCO2)C3=O)cc1 (stereo not given) | 4 | -4% | -4% | -3 | -2% | -13% | -0.7 | 0.2 | 6
Cc1c(O)ccc(/C(Cc2ccc3ccccc3n2)=N\O)c1O | 3 | 2% | 11% | 6 | 9% | -15% | -0.6 | -0.4 | -2
COCCNC(=O)c1ccc(CSc2nc3ccncc3n2Cc2ccccc2)cc1 | 9 | -2% | 1% | x | 9% | -22% | -0.4 | -0.3 | -1
Cc1ccc(S(=O)(=O)N(C)S(=O)(=O)c2ccc(C)cc2)cc1 | -6 | -10% | 1% | -2 | 3% | 8% | -0.8 | -0.3 | 0
CCNC(=S)N1CCN(CCN=CC2=C(O)CC(C)(C)CC2=O)CC1 | -3 | -4% | 0% | 0 | -6% | -2% | 0.0 | 0.0 | -1
CNC(=O)c1ccc(-n2nc(C)cc2-c2ccccc2)cc1 | x | -5% | 1%[57.1 µM] | x | -4% | -9% | x | x | 3
COc1ccc(CN(C)C(=O)CNC(=O)c2ccc3ccccc3c2)c(OC)c1 | 12 | 2%[0.457 µM] | 20% | 6 | 10% | u | 0.4 | -0.7 | 3
CC(=O)N1CCN=C1SCc1ccc(C)cc1 | -2 | 4% | 11% | 27 | -1% | u | -0.5 | -0.2 | 0
COc1ccccc1N1CCN(CC(=O)Nc2c(C)n[nH]c2C)CC1 | 4 | 8% | 18% | 53* | 3% | -23% | 67* | 0.6 | 1
O=C(COc1ccccc1Br)NCCC1=CCCCC1 | 3 | -3% | 10% | x | -1% | -14% | x | -0.2 | 0
O=C(Nc1ccc(S(=O)(=O)Nc2ncccn2)cc1)c1ccc(Br)s1 | 1 | 3% | 10% | 1 | 3% | -3% | 0.4 | -0.3 | 9
O=S(=O)(c1ccc(Br)cc1)c1nnn2c1nc(NCc1ccc3c(c1)OCO3)c1sccc12 | 7 | 7% | 31% | x | -4% | -19% | 0.6 | -0.2 | 1
O=C(Nc1ccccc1)N(Cc1ccc2c(c1)OCO2)Cc1nc2ccccc2c(=O)[nH]1 | 0 | 5% | 13% | -14 | -3% | -18% | 0.6 | -0.7 | 6
NS(=O)(=O)c1ccc(CCNC(=O)c2ccc3c(c2)OCO3)cc1 | 2 | 9% | 17% | 23 | -1% | -2% | 0.6 | 0.8 | -21
CCOc1ccc(-n2ccnc2)nn1 | 3 | 76%[activator] | 41%[activator] | -12 | -2% | -18% | 1.4 | 0.4 | 2
Fc1ccc2nc3n(c2c1F)CCCCCC3 | 5 | 10% | 10% | -9 | 5% | -23% | 0.6 | -0.2 | -2
CCCCN1CCCC1CNC(=O)c1cc(C#N)c2ccccc2c1OC (stereo not given) | -2 | x | x | 84* | x | x | 1.2 | 0.2 | x
COc1ccc(C2=NN(c3ccccc3)C(c3ccc(OC)c(OC)c3)C2)cc1 (stereo not given) | 3 | 189%[activator] | u | 1 | -2% | -13% | 0.4 | 3.5 | -4
COc1ccc(CCNC(=O)C2CCN(C(=O)c3ccc(Cl)cc3)CC2)cc1OC | 0 | -4% | 9% | 6 | -5% | -18% | 0.4 | -0.1 | 2
CCOC(=O)C1=C(c2ccccc2)O/C(=C(\C(=O)OC)C(F)(F)F)S1 | 14 | 2% | 3% | 1 | -5% | -24% | 0.8 | -1.0 | -6
COc1cc(NS(=O)(=O)c2ccc(NC(=O)c3ccc(S(=O)(=O)N4CCCCC4)cc3)cc2)ncn1 | 7 | -2% | 0% | 4 | -3% | -21% | -0.4 | 0.0 | 0
O=C1/C(=C/c2cccnc2)Sc2ccccc21 | -13 | -7% | -11% | 1 | 6% | u | 5.0 | 3.9 | -3
O=C(OCc1nc2ccccc2s1)c1cnccn1 | -3 | 12%[57.1 µM] | 7%[57.1 µM] | -15 | 8% | -13% | -0.2 | 0.9 | -3
COc1ccc(CC2(CO)CCN(Cc3ccncc3)CC2)cc1 | 2 | -1%[57.1 µM] | 21%[57.1 µM] | 7 | -4% | -4% | 1.8 | 0.1 | 2

Entries from the list above with bromine:
SMILES | TRHR enhancer | TrxR1 substrate | TrxR1 inh | D2 antagonist | IDH1 R132H inh | USP1 inh | D2 agonist | TRHR agonist | PI4K2A block
O=C(COc1ccccc1Br)NCCC1=CCCCC1 | 3 | -3% | 10% | x | -1% | -14% | x | -0.2 | 0
O=C(Nc1ccc(S(=O)(=O)Nc2ncccn2)cc1)c1ccc(Br)s1 | 1 | 3% | 10% | 1 | 3% | -3% | 0.4 | -0.3 | 9
O=S(=O)(c1ccc(Br)cc1)c1nnn2c1nc(NCc1ccc3c(c1)OCO3)c1sccc12 | 7 | 7% | 31% | x | -4% | -19% | 0.6 | -0.2 | 1

(listing goes on)
SMILES | TRHR enhancer | TrxR1 substrate | TrxR1 inh | D2 antagonist | IDH1 R132H inh | USP1 inh | D2 agonist | TRHR agonist | PI4K2A block
Cc1ccc(C)c(N2CCN(C(=O)CCc3nc(-c4ccccc4C)no3)CC2)c1 | x | 3% | 8% | x | 3% | u | x | x | 2
Cc1oc(-c2cc(F)ccc2F)nc1CN1CCN(c2ncnc3ccccc23)CC1 | -10 | -4% | -2%[57.1 µM] | 3 | -3% | -19% | 1.3 | -0.6 | 2
O=S1(=O)NC(C2CC2c2ccccc2)CCO1 (stereo not given) | -2 | 6% | 24% | x | 1% | -22% | x | -0.6 | -2
CSc1cccc(NC(=O)C2CCCN(S(=O)(=O)c3ccc(F)cc3)C2)c1 (stereo not given) | 0 | -7%[57.1 µM] | 14%[57.1 µM] | -14 | -2% | -19% | -0.6 | -1.0 | -13
CC1=C/C(=N\S(=O)(=O)c2ccccc2)C(C(C)C)=CC1=O | -9 | -3%[57.1 µM] | -2%[57.1 µM] | -10 | -10% | -13% | 1.1 | 0.5 | 2
O=C1N/C(=N\N=C\c2cccs2)SC1Cc1ccc(Cl)cc1Cl (stereo not given) | -6 | -2% | -1% | x | -2% | -12% | x | -0.2 | 7
Cc1ccc(CN(C)CC(=O)Nc2ccccc2C(=O)NC2CC2)o1 | -4 | 4% | 6% | 6 | -10% | -6% | -0.1 | -0.3 | 0
NC(N)=Nc1nc2ccc([N+](=O)[O-])cc2[nH]1 | 23 | 3% | 39%[0.0914 µM] | 25 | 11% | -10% | 1.1 | 1.8 | 2
O=C(/C=C/c1ccc(Cl)cc1)Nc1ccc(N2CCOCC2)cc1 | -1 | -7% | 22%[57.1 µM] | -1 | 6% | -17% | 1.4 | 0.3 | 4
Cc1ccc(C(=O)OCC(=O)NCCNC(=O)COC(=O)c2ccc(C)s2)s1 | -2 | 2% | 13% | -14 | 1% | -17% | -0.9 | 0.9 | 4
CCN(CC)CCn1c(NCc2ccccn2)nc2ccccc21 | -5 | -4% | 4% | 27 | 3% | -3% | -0.6 | 0.3 | -3
Cc1nc(SCC(=O)NCc2ccccc2)c2c(=O)n(C)c(=O)n(C)c2n1 | 1 | 6%[57.1 µM] | 12%[57.1 µM] | -14 | 2% | -15% | -0.3 | 0.0 | -4
CC(C(=O)NCC1CCCCC1)N1CCN(S(=O)(=O)c2ccccc2F)CC1 (stereo not given) | -9 | 1% | 9% | -10 | 0% | -28% | 3.1 | -0.1 | -3
COc1ccc(C2CC3(CC(C)(C)NC(=O)N3)Oc3cc(O)ccc32)cc1 (stereo not given) | 5 | 4% | 7% | 10 | -4% | -15% | -0.3 | 0.2 | 4
Nc1nnc(SCc2nc3scc(-c4ccccc4)c3c(=O)[nH]2)s1 | 2 | 1% | 9% | 3 | 5% | u | 1.0 | 1.2 | -3
Cn1c(=O)c2c(c3ccccc31)OC(=O)CC2c1cccc(Cl)c1 (stereo not given) | -3 | 23%[57.1 µM] | 24%[57.1 µM] | x | 13% | -29% | -0.1 | 0.3 | 0
CC(=O)c1c(C)[nH]c(C(=O)NNC(=O)COc2ccc(Cl)cc2C)c1C | 2 | 3%[57.1 µM] | 8%[57.1 µM] | -7 | -6% | -18% | -0.5 | 0.5 | 3
CN=CC1=C(O)c2ccccc2C1=O | -3 | -7% | 1%[57.1 µM] | 4 | 3% | -11% | -0.5 | 1.2 | 2
O=C(O)CSc1cc(NS(=O)(=O)c2ccc(Cl)cc2)c2ccccc2c1O | -9 | -20% | u | 13 | 19% | 25µM* | -0.5 | -1.6 | u
Cc1ccc(OCC(=O)Nc2ccc(N3CCN(C(=O)c4ccco4)CC3)cc2)cc1C | 1 | 1% | 14% | 13 | 2% | -18% | 0.9 | -0.5 | -1
COc1ccc2nc(NC(=O)CCc3cc(OC)c(OC)c(OC)c3)sc2c1 | -1 | -7%[57.1 µM] | 1%[57.1 µM] | 4 | -4% | -6% | -1.0 | 0.4 | -2
CC1CC(C)CN(C(=O)c2ccncc2)C1 (stereo not given) | 0 | -12% | -12% | -5 | 16% | -6% | 0.7 | 1.0 | 6
CCOC(=O)C1CCN(C(=O)c2ccccc2N(C)S(=O)(=O)c2ccccc2)CC1 | 0 | -8% | -6% | -9 | 2% | -2% | 0.9 | 0.3 | -3
CCCn1c(Nc2ccc(Cl)cc2)nc2ccccc21 | 13 | 3% | 14% | 5 | 3% | -1% | 4.6 | -0.9 | 4
O=C(O)c1ccccc1NC(=O)N1CCOCC1 | 1 | 14%[57.1 µM] | -9%[57.1 µM] | -3 | 0% | -9% | 1.5 | 0.3 | -1
O=C(O)CC(=O)Nc1ccccc1C(=O)O | -3 | 13% | 3% | -10 | 7% | -20% | 0.6 | 0.4 | 2
COc1ccc(C2=NN(CCC(=O)NCCc3ccccc3)C(=O)CC2)cc1 | -11 | 0%[57.1 µM] | 30%[57.1 µM] | x | -1% | -18% | -0.7 | -1.0 | 1
O=C(Nc1ccc(NS(=O)(=O)c2ccccc2)cc1)c1ccccc1 | 0 | 2% | 9% | -23 | -5% | -18% | -2.8 | -0.5 | -11

Source: PubChem (National Center for Advancing Translational Sciences (NCATS))
